RGS4 act: potentiators or activators of RGS4; actives 0.92% (n = 310,000); AID 463111; HEK293 M3R/inducible RGS4, carbachol calcium flux Fluo4; active compounds read low; B-score at 10 µM;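 active means B-score of the integrated calcium signal more than 4 SD below the library mean, with starting fluorescence not abnormally high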;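 further: negative B-score means reduced calcium response which marks RGS4 activation or potentiation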
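test system = M3R-expressing HEK293 line, RGS4 induced by doxycycline | probe or stimulus = carbachol at ECmax as muscarinic agonist stimulus | timing = dye loading 30 min 37 °C, buffer rest 30 min RT | signal = calcium dye Fluo4 fluorescence | evaluation = B score from integrated fluorescence ratio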
RGS4 block: human RGS4 inhibition | P49798 | HEK293 M3R/RGS4 inducible, Fluo-4 calcium flux; active compounds read high; triggered by carbachol at its EC20 | B-score at 10 µM | actives 0.45% (n = 310,000) | AID 463165;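 active means B-score, a plate-corrected calcium signal, over three deviations above library mean, with baseline fluorescence within five deviations of library mean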;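 further: RGS4 expression induced by doxycycline in cells with stable M3 receptor; B-score is computed from the integrated fluorescence ratio over baseline after carbachol; higher B-score means a larger calcium signal and so more RGS4 inhibition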
Target sequence (P49798 whole entry, looked up): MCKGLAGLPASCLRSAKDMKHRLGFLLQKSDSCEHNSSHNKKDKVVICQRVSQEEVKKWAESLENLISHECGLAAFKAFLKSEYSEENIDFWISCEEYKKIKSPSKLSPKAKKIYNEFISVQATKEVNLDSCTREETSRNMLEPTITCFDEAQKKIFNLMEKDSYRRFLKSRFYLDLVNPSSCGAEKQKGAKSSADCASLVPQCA
PolyA inh: inhibitors of polyadenylation in S. cerevisiae | AID 1875 | actives 0.02% (n = 300,000) | S. cerevisiae SKY197-pL101 polyadenylation reporter, beta-gal luminescence; efflux-impaired pdr1/pdr3 knockout yeast; score 100 = 6 SD above DMSO | calls only at 12 µM;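 active means lowest replicate activity score at least 50, where 100 means six control SD above control mean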;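 further: yeast exposed to compound for 9 h at 30 °C; higher score means more reporter readthrough which indicates perturbed polyadenylation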
GSK3A inh: inhibitors of human GSK-3 alpha kinase; ADP-Glo luminescence, 60 min; P49840; actives 0.1% (n = 320,000); inhibition, % at 10 µM;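 in the data active means inhibition above about 50%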;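 further: GST-tagged GSK-3 alpha with peptide substrate and 25 µM ATP; 0% = DMSO neutral wells and 100% = GW8510 positive control wells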
KCNQ1 inh: blocks the human KCNQ1 potassium channel; P51787; CHO-K1 KCNQ1, FluxOR thallium flux fluorescence; active compounds read high; B-score at 10 µM; actives 1.3% (n = 310,000); AID 2642;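 active means compounds whose thallium flux B-score, printed positive for inhibition, exceeds three library SD while starting fluorescence stays within three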;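 further: channel opened by potassium depolarization with thallium stimulus after 20 min compound exposure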
KCNQ1 act: potentiates or activates the human KCNQ1 potassium channel; P51787; CHO-K1 KCNQ1, thallium flux FluxOR fluorescence; active compounds read high; B-score at 10 µM; actives 0.35% (n = 310,000); AID 2648;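 active means fluorescence ratio B-score, a plate-corrected score, at least three library SD, with initial intensity B-score within 5 SD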
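assay system = KCNQ1-transfected CHO-K1 cells | medium = assay buffer with matched DMSO | probe or stimulus = depolarizing K+/Tl+ stimulus, K2SO4 and Tl2SO4 each 12.5 mM in 5x stock | dosing = single dose | incubation = dye 90 min, compound 20 min, room temperature | detection = kinetic FluxOR fluorescence, 10 s baseline plus 110 s post-stimulus | evaluation = ratio B score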
KCNK3 inh: human KCNK3 channel inhibition, primary screen; B-score at 10 µM; AID 602410; actives 0.84% (n = 340,000); CHO-KCNK3 thallium flux, FluxOR fluorescence; active compounds read low; O14649;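 active means B-score under library mean minus 4 SD, starting fluorescence ratio at most library mean plus 5 SD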;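 further: more negative B-score means stronger inhibition of thallium flux through KCNK3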
Target sequence (O14649 whole entry, looked up): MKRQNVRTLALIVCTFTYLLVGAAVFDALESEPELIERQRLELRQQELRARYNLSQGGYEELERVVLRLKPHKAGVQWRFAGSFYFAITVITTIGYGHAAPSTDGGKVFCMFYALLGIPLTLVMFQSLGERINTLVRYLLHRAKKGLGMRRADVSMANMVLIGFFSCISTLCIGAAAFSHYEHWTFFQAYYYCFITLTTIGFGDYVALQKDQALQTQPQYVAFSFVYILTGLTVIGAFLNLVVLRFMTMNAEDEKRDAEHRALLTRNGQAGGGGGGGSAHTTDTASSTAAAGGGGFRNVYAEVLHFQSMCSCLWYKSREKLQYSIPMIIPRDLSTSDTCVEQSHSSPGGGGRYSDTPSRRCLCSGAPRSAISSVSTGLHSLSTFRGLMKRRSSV
GSK3B inh: human GSK3beta kinase inhibition; GST-GSK3beta kinase, ADP-Glo luminescence, 60 min; active compounds read low; P49841; actives 0.038% (n = 300,000); activity score (negative = inhibition), % at 10 µM;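 active means more than half of replicate wells score below -50%, meaning over 50% inhibition versus plate controls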;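 further: 0% = median DMSO wells and -100% = median GW8510 positive control wells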
Target sequence (P49841 whole entry, looked up): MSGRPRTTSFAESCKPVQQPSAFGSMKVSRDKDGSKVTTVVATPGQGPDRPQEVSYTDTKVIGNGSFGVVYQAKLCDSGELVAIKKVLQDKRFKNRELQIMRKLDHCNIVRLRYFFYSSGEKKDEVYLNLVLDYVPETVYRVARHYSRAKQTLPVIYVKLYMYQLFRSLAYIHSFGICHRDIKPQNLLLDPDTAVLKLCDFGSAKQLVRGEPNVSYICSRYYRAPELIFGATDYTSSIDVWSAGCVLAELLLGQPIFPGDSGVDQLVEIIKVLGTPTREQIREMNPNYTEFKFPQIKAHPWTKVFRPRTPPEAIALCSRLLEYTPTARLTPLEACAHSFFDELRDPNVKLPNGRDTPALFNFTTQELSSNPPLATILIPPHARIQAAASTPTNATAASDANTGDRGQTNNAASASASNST
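Test system: GST-fused GSK3beta enzyme, cell-free | Quantity: 1.6 ng GST-GSK3beta enzyme per well | Reagent: 25 µM ATP with peptide substrate | Schedule: 60 min enzyme reaction, room temperature | Signal: Luminescent ADP-Glo measurement of ADP formed | Read-out basis: Score relative to plate controls | Control set: DMSO and 20 µM GW8510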
Dyrk1A ADPGlo: Dyrk1A (rat) kinase inhibition. ADP-Glo luminescence, NFATc1 peptide. inhibition, % at 12.5 µM. actives 0.43% (n = 310,000). Q63470; in the data active means inhibition above about 50%;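 further: plate controls were vehicle with enzyme for no effect and no enzyme for full effect; many of its hits are not listed in these tables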
KCNK9 block: blocks the human KCNK9 two-pore domain potassium channel; Q9NPC2; HEK293 KCNK9, FluxOR thallium flux fluorescence; active compounds read low; B-score at 10 µM; actives 1.2% (n = 310,000); AID 488922;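 active means ratio B-score over 3 SD below the library mean, with starting fluorescence within 5 SD of its mean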;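 further: negative B-score means less thallium flux so channel inhibition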
hERG protect: hERG (human) protection from proarrhythmic block; activation (rescue from dofetilide block), less the hit threshold, % at 10 µM; actives 0.51% (n = 310,000); CHO-hERG, FluxOR thallium flux, dofetilide IC70 present; AID 1511; Q12809;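 active means activation above the mean of controls blocked by dofetilide plus 5 SD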;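 further: thallium influx through hERG after potassium depolarization seen as dye fluorescence rise; in these data hits start at about 4.7%; inactives centre near -7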
An asterisk follows results filed as active; i = inactive; · = no result given. Only part of the results is shown; rates above refer to the full screens.

structure,RGS4 act,RGS4 block,PolyA inh,GSK3A inh,KCNQ1 inh,KCNQ1 act,KCNK3 inh,GSK3B inh,Dyrk1A ADPGlo,KCNK9 block,hERG protect
CCOc1ccc(NC(=O)C(=O)NCCN2CCN(C(=O)c3ccc(C)cc3)CC2)cc1,i,i,i,-1,i,i,i,1,-8,i,-11
Cc1cccc(C)c1OCC(O)CN1CCN(c2ccccn2)CC1 (stereo not given),i,i,i,-4,i,i,i,0,-10,i,-2
Oc1ccc(/C=N/n2c(-c3ccccc3)n[nH]c2=S)cc1Br,i,i,·,10,i,i,i,-6,56*,i,-5
COc1ccc(C2CC(c3ccccc3)=NN2C(=O)CSc2ncn[nH]2)cc1 (stereo not given),i,i,i,4,i,i,i,-3,·,i,-10
COC(=O)c1cc(-c2ccccc2)sc1N,i,i,i,-1,i,i,i,0,8,i,-9
CC(C)Oc1ccc(-c2cc(=O)[nH]c(=O)[nH]2)cc1,i,i,i,6,i,i,i,-3,-1,i,-4
CCOC(=O)Cc1csc(SCC(=O)Nc2cccc(C#N)c2)n1,i,i,i,9,i,i,i,-3,8,i,-6
CCCCCCCCCOC(=O)C1N2C(=O)[C@@H](NC(=O)COc3ccccc3)[C@H]2SC1(C)C (stereo not given in full),i,i,i,-1,i,i,i,-7,7,i,-18
CC(=Nc1ccccc1)C1=C(O)CC(C)(C)CC1=O,i,i,i,0,i,i,i,-3,1,i,-5
COc1ccc(CCNC(=O)c2coc3ccccc3c2=O)cc1OC,i,i,i,-3,i,i,i,2,5,i,-18
COc1ccc(C(=O)Nc2cnn(Cc3ccc(Cl)cc3)c2)cc1OC,i,i,i,1,i,i,i,2,3,i,-6
CCNC(=S)Nc1nc2c(cc1C(=O)OCC)CCCC2,i,i,i,-2,i,i,i,3,-10,i,1
Cc1ccc(Oc2ncccc2/C=N/OCc2ccc(Cl)cc2Cl)cc1,i,i,i,-1,i,i,i,-1,6,i,-3
CCOC(=O)Cc1cnc(NC(=O)CSc2nc3ncnc(N)c3[nH]2)s1,i,i,i,9,i,i,i,-2,-3,i,-7
Cc1nn(-c2nnc(NC3CCCCC3)nn2)c(C)c1Br,i,i,i,-2,i,i,i,0,-3,i,-9

Part of the list above, with values under each structure.
Order of results: RGS4 act, RGS4 block, PolyA inh, GSK3A inh, KCNQ1 inh, KCNQ1 act, KCNK3 inh, GSK3B inh, Dyrk1A ADPGlo, KCNK9 block, hERG protect
> CCOC(=O)Cc1csc(SCC(=O)Nc2cccc(C#N)c2)n1
    i, i, i, 9, i, i, i, -3, 8, i, -6
> CCCCCCCCCOC(=O)C1N2C(=O)[C@@H](NC(=O)COc3ccccc3)[C@H]2SC1(C)C (stereo not given in full)
    i, i, i, -1, i, i, i, -7, 7, i, -18

(continued)
structure,RGS4 act,RGS4 block,PolyA inh,GSK3A inh,KCNQ1 inh,KCNQ1 act,KCNK3 inh,GSK3B inh,Dyrk1A ADPGlo,KCNK9 block,hERG protect
COc1ccc(Br)cc1/C=N/N1CCN(Cc2ccccc2Cl)CC1,i,i,i,9,8*,i,i,1,0,i,-1
Cc1ccc(C(c2nnnn2CCc2ccccc2)N2CCSCC2)cc1 (stereo not given),i,i,i,0,i,i,i,-2,4,i,-12
O=c1ccnc(Sc2ncccc2[N+](=O)[O-])[nH]1,i,i,·,-2,i,i,i,2,-4,i,-1
O=C(CCc1nc2ccccc2c(=O)[nH]1)NNC(=O)COc1ccc(Br)cc1,i,i,i,0,i,i,i,0,3,i,-8
C=CCn1c(COC)nnc1SCC(=O)c1ccc(F)cc1,i,i,i,-1,i,i,i,8,12,i,-6
O=S(=O)(NCc1csc(-c2cccs2)n1)c1ccccc1,i,i,i,-3,i,i,i,3,-3,i,-13
O=C(CCc1ccccc1)NNC(=O)C1CCCCC1,i,i,i,-2,i,i,i,1,-1,i,-10
O=C(NCc1ccc(F)cc1)C(=O)Nc1nc(C23CC4CC(CC(C4)C2)C3)cs1,i,i,i,-1,i,i,i,1,-6,i,4.9*
O=c1[nH][nH]c2ccccc2c1=O,i,i,i,-1,i,i,i,-3,·,i,-3
O=C(NCCC1=CCCCC1)C1CCCN(S(=O)(=O)c2ccc(F)cc2)C1 (stereo not given),i,i,i,1,i,i,i,1,3,i,-5
COc1ccc(CNC(=O)c2ccc3c(=O)n(-c4ccccc4)c(=O)[nH]c3c2)cc1,i,i,i,-2,i,i,i,-1,-8,i,-3
CC(C)c1c(O)nc(SCC(=O)N2CCCCC2)[nH]c1=O,i,i,i,-1,i,i,i,1,8,i,-8
COc1ccc(CSCC(=O)Nc2ccc(S(=O)(=O)N3CCCCCC3)cc2)cc1,i,i,i,3,i,i,i,1,2,i,-3
O=C(N/N=C/c1ccc2c(c1)OCO2)c1cccc2ccccc12,i,i,i,-2,i,i,i,-3,-6,i,-6
Cc1ccc(NC(=O)CSc2ccc3nnc(-c4ccccn4)n3n2)cc1,i,i,i,-1,i,i,i,0,-5,i,-2
C(=N\N(Cc1ccccc1)c1ccccc1)/c1cccnc1,-7.9*,i,i,1,i,i,i,0,·,-12*,-11
CCOc1ccc(N(CC(=O)NCc2ccco2)C(=O)CCC(=O)Nc2ccccn2)cc1,i,i,i,·,i,i,i,6,10,i,-11
Cc1ccc(/C=N/n2c(C)cc(C)c(C#N)c2=O)cc1,i,i,i,-2,i,i,i,2,4,i,-22
Cc1nc2ccccc2n1C1CCN(CC(=O)Nc2ccccc2Br)CC1,i,i,i,0,i,i,i,-5,2,i,-6
CCOC(=O)C(=O)N1CCC(C(=O)OCC)CC1,i,i,i,-1,i,i,i,1,0,i,-1
CCS(=O)(=O)N1CCC(C(=O)Oc2ccc(C(=O)OC)cc2)CC1,i,i,i,1,i,i,i,·,-5,i,-11
CC1(C)CC(=O)C/C(=N/NC(=O)COc2ccc(Cl)cc2Cl)C1,i,i,i,-1,i,i,i,2,-7,i,-11
O=C1CSC(c2cccc([N+](=O)[O-])c2)N1Cc1ccccc1 (stereo not given),i,i,i,0,i,i,i,-6,·,i,0
COCCC(=O)N1CCC(Oc2ccc(C(=O)N(C)CCCC3CCCC3)cc2)CC1,i,i,i,-2,i,i,i,1,-2,i,-3
O=C1CC(c2cccc(Cl)c2)c2cc3c(cc2N1)CCC3 (stereo not given),i,i,i,-3,i,i,i,-1,-6,i,-1
Cc1ccc(C)c(NC(=O)CCN2CCCC(C)C2)c1 (stereo not given),i,i,i,-1,i,i,i,-3,·,i,-9
Cc1nc2cc(OCc3cc(C(=O)NC(C)c4cn(C)nc4C)no3)ccc2s1 (stereo not given),i,i,i,-2,i,i,i,-2,-2,i,-9
CC(C)NC(=O)c1ccc(CS(=O)(=O)c2ccc(Br)cc2)o1,i,i,i,2,i,i,i,1,-6,i,-5
O=P(c1ccccc1)(c1ccccc1)C(c1ccccn1)P(=O)(c1ccccc1)c1ccccc1,i,i,i,-2,i,i,i,-4,·,i,-2
CCOc1ccc(NC2=C(OC)C(=O)c3ccccc3C2=O)cc1,i,i,i,1,i,i,i,-3,10,i,-4
Cn1cccc1C(=O)OCC(=O)NC1CCS(=O)(=O)C1 (stereo not given),i,i,i,-2,i,i,i,0,0,i,-7
Cc1cccc(NCc2ccc(N(C)C)cc2)n1,i,i,i,-2,i,i,i,-3,-2,i,0
COC(=O)c1ccccc1N=Nc1c(N)[nH][nH]c1=O,i,i,i,3,i,i,i,-12,15,i,-3
Cc1cc(-c2ccccc2C(=O)NC2CCCCC2)on1,i,i,i,-4,i,i,i,1,-4,i,-12
CCC(=O)Nc1cccc(NC(=O)c2ccc(Br)cc2)c1,i,i,i,1,i,i,i,1,-3,i,-3
CCC(CC)C(=O)c1c[nH]c(C(=O)NCc2ccccc2OC)c1,i,i,i,-1,i,i,i,1,-1,i,-9
COc1ccc(CC(=O)N(Cc2ccccc2)c2ccc(C)cc2)cc1S(=O)(=O)N1CCOCC1,i,i,i,3,i,i,i,0,16,i,-19
CC1CCN(S(=O)(=O)c2ccc(C(=O)OCc3ccc4c(c3)OCO4)cc2)CC1,i,i,i,0,i,i,i,-4,1,i,-10
O=C(NC(c1ccccc1)c1ccccc1)c1cccc(S(=O)(=O)NCc2ccccc2)c1,i,i,i,-1,i,i,i,-3,-6,i,-16
O=S1(=O)CC2NC(=S)N(c3cccc(Br)c3)C2C1 (stereo not given),i,i,i,-1,i,i,i,-19,·,i,-13
O=c1[nH]c2ccc(Cl)cc2c(-c2ccccc2)c1[N+](=O)[O-],i,i,i,1,i,i,i,·,4,i,-3
O=C(c1ccco1)N1CCN(C(=O)C2CC(c3ccccc3F)=NO2)CC1 (stereo not given),i,i,i,-2,i,i,i,1,2,i,-4
O=c1c2cnn(-c3ccc(F)cc3)c2ncn1Cc1cccnc1,i,i,i,-3,i,i,i,3,3,i,-6
CCCC(=O)Nc1ccc(OCC(=O)OC)cc1,i,i,i,-1,i,i,i,7,-7,i,-9
COc1c(Br)cc(Br)cc1C(=O)Nc1ccccc1N1CCCC1,i,i,i,1,i,i,i,0,-2,i,-6
COc1cccc(Nc2nc(-c3ccccc3)nc3ccccc23)c1,i,i,i,-2,i,i,i,6,3,i,-13
O=C(Cc1ccccc1)NC(NCCCN1CCOCC1)(C(F)(F)F)C(F)(F)F,i,i,i,0,i,i,i,1,-2,i,-8
